# Hep lipid drop = hepatic lipid droplet formation modulation. 240,000 tested, 0.4% active. inhibition, % at 6.5 µM. AML12 mouse hepatocytes, oleate lipid droplets, BODIPY imaging;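 active means lipid droplet intensity inhibited by at least 50%, with more than 500 cells counted; inconclusive means wells with under 300 cells, treated as cytotoxic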
#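 material = mouse AML12 hepatocyte cell line, fixed after treatment | also added = 100 µM oleic acid challenge | doses = compound at 6.5 µM only | schedule = overnight exposure | technique = Image-based BODIPY and DAPI two-channel analysis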
# K1F lysis inhibition = inhibition of K1F phage lysis, E. coli UTI89, bacterial capsule biogenesis inhibitors, alamar blue (AID 488966). E. coli UTI89 K1F phage lysis, alamar blue, 2 h; higher % means a stronger effect. inhibition, % at 100 µM, or IC50 in µM where a hit was titrated. 340,000 tested, 0.02% active;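 active means phage lysis inhibition, versus mean bacterial control, above a set limit; inconclusive means no clear call, values can overlap the other calls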;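 further: capsule biogenesis inhibitors block K1F phage lysis so surviving cells raise fluorescence; higher fluorescence means more inhibition of phage lysis; actives were called in the ten point dose series up to 300 µM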
# Myeloid diff MLP = myeloid differentiation induction; ER-HoxA9 myeloid progenitors, lysozyme-GFP differentiation, flow cytometry; calls only at 10 µM; 360,000 tested, 1% active;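 active means normalized GFP-positive differentiation at or above the plate's own cutoff, the solvent-only control mean plus 3 SD; inconclusive means no clear call, values can overlap the other calls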;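 further: cells exposed to compound for four days before flow analysis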
# Hep lipid drop cells 6.5 µM = further read-out of Hep lipid drop, marked with its call; cell count; measured here: cell count, cytotoxicity flag;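 cells counted across two imaged fields per well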
# Myeloid diff MLP GFP+ MAC1+ % = second read-out of Myeloid diff MLP, no call of its own (marks repeat the call); GFP+ MAC1+ double positive, %; measured here: differentiation confirmed by MAC1 staining
# * marks the source's active call; other numbers are inactive results; i = inactive; ? = inconclusive; . = no result given; + = active, no number; [ ] = another dose, or the depositor's remark.
# Values run as follows: Hep lipid drop | Hep lipid drop cells 6.5 µM | K1F lysis inhibition | Myeloid diff MLP | Myeloid diff MLP GFP+ MAC1+ %
O=C(C1CCCN(S(=O)(=O)c2ccccc2)C1)N1CCCCC1 (stereo unspecified)
  1 | 803 | -0.1% | i | 0.6
CC(=O)Nc1ccc(NC(=O)CS(=O)(=O)c2cn(CC(=O)N3CCC(C)CC3)c3ccccc23)cc1
  -3 | 649 | 0.9%[50 µM] | i | 0.0
O=C(Nc1cccc(NC(=O)c2ccco2)c1)c1cccc(Br)c1
  3 | 792 | 0.0% | i | 0.7
COc1ccc2c(c1)CCCC2NS(=O)(=O)OCC(Cl)(Cl)Cl (stereo unspecified)
  -5 | 709 | -2.0% | i | 0.9
CCc1cc(=O)oc2c(C)c(OCC(=O)N3CC[C@@]4(O)CCCC[C@H]4C3)ccc12
  -5 | 805 | 1.7% | i | 2.0
O=C(NCc1ccco1)/C(=C\c1ccc(F)cc1)NC(=O)c1ccco1
  -3 | 774 | 0.3% | i | 2.2
CCCCN1CN(S(=O)(=O)c2ccc(OC)cc2)c2nc3ccccc3nc21
  0 | 700 | 0.0% | i | 1.2
COc1ccc(CCNC(=O)CCc2nc3sc4c(c3c(=O)[nH]2)CCCC4)cc1
  -10 | 796 | 0.1% | i | 5.4
COc1ccc(CNC2CCCc3ccccc32)c(OC)c1 (stereo unspecified)
  -3 | 803 | -0.2% | i | 0.6
O=C(NCCN1CCOCC1)C(=O)c1c[nH]c2ccccc12
  6 | 832 | 0.2% | i | 0.3
Cc1ccc(C(=O)Nc2ccc(F)cc2)cc1NC1=NC2CS(=O)(=O)CC2S1 (stereo unspecified)
  0 | 762 | 2.3% | i | 1.8
O=C(O)C1C2CCC(O2)C1C(=O)Nc1ccc(OC(F)F)cc1 (stereo unspecified)
  15 | 847 | -1.7% | i | 0.8
C=C(c1ccccc1)c1ccc(N(C)C)cc1
  -1 | 819 | 0.3% | i | 0.8
COC(=O)Cn1cnc2scc(-c3ccc(C)cc3)c2c1=O
  8 | 872 | -0.7% | i | 0.5
CCc1ccccc1NC(=S)Nc1cc(OC)c(NC(=O)C(C)C)cc1OC
  1 | 812 | -0.9% | i | 0.4
CCOc1ccc(NC(=O)c2sc3nc(N4CCOCC4)c4c(c3c2N)CC(C)(C)OC4)cc1
  -2 | 652 | 0.4% | i | 2.3
CC(=O)c1ccc(S(=O)(=O)N2CCN(C(=O)CSc3ccc(C)c(C)c3)CC2)cc1
  -7 | 759 | -0.2% | i | 0.3
CC1CCCC(NC(=O)c2ccc3snnc3c2)C1C (stereo unspecified)
  -27 | 671 | 0.5% | i | 4.2
C=CCN1CC(=O)N2C(C)c3[nH]c4ccccc4c3C[C@H]2C1=O (stereo partly specified)
  -9 | 852 | 0.1% | i | 0.4
O=C(N/N=C/c1ccc(O)cc1O)NC12CC3CC(CC(C3)C1)C2
  -5 | 764 | 1.7%[50 µM] | i | 0.3
O=[N+]([O-])c1ccc2nc(NS(=O)(=O)c3ccccc3[N+](=O)[O-])sc2c1
  5 | 821 | -0.6% | i | 0.5
O=C(NCc1cccc(Cl)c1)c1ccc2c(c1)OCCO2
  -8 | 802 | 0.2% | i | 1.1
O=[N+]([O-])c1ccc(Oc2cc(NC3CCCCCCC3)c([N+](=O)[O-])cc2[N+](=O)[O-])cc1
  -2 | 776 | 2.1% | i | 1.0
Cc1ccc(NC(=O)c2cccc(Oc3ccc([N+](=O)[O-])cc3)c2)c(C(=O)O)c1
  10 | 820 | 1.9% | i | 0.7
CCc1cccc2sc(NC(=O)C3CC3)nc12
  6 | 740 | 0.1% | i | 1.2
Cc1cc(-c2ccc(C)c(S(=O)(=O)Nc3cc(C)on3)c2)on1
  9 | 716 | 0.3% | i | 1.2
Cc1ccc(S(=O)(=O)N2CCN(C(=O)Cc3ccc(S(=O)(=O)N4CCOCC4)s3)CC2)cc1
  -2 | 798 | 0.0% | i | 0.4
COc1ccc(C2=NS(=O)(=O)N(C)C(C(=O)Nc3cc(OC)c(OC)c(OC)c3)=C2)cc1
  -1 | 691 | -1.7% | i | 1.3
O=C(CN1CCN(c2cccc(C(F)(F)F)c2)CC1)NCc1ccccc1
  -6 | 870 | 0.0% | i | 0.6
COc1ccccc1N1CCN(c2ccc3cc(S(=O)(=O)N4CCCCC4)ccc3n2)CC1
  -4 | 740 | 0.0% | i | 1.8
CC(C)(C)c1ccc(C(=O)Nc2cccc(C(=O)N3CCOCC3)c2)cc1
  26 | 830 | 0.3%[50 µM] | i | 1.4
Cc1ccc2c(c1)N(CC(=O)NCCCc1ccccc1)C(=O)c1cccnc1O2
  -21 | 733 | 4.2% | ? | .
COC(=O)C1CN(C(=O)COc2cc(C)cc(C)c2)c2ccccc2O1 (stereo unspecified)
  -2 | 638 | 0.1% | i | 0.6
S=c1nc(COc2ccccc2)[nH]c2ccccc12
  -1 | 858 | -0.1% | + | 9.8*
CC(OC(=O)c1cccc(-n2cnnn2)c1)C(=O)N(C)c1ccccc1 (stereo unspecified)
  2 | 818 | 0.3% | i | 0.9
O=C(N/N=C/c1cccnc1)c1sc2ccccc2c1Cl
  -13 | 836 | 1.9%[50 µM] | i | 0.1
COc1ccc(OC)c(NC(=S)NC(=O)c2ccc(Br)o2)c1
  -18 | 651 | 0.0% | i | 0.8
COc1ccc(S(=O)(=O)NNC(=S)NCCc2ccccc2)c(OC)c1
  -13 | 642 | 1.0%[50 µM] | i | 11
COc1cccc(NCc2cc(=O)oc3cc(C)c(C(C)C)cc23)c1
  7 | 857 | 0.2% | i | 0.1
COc1ccc(C)cc1C(=O)CCC(=O)NCCc1ccc(S(N)(=O)=O)cc1
  -12 | 853 | -0.1% | i | 0.0

# Remaining list, next part:
SMILES | Hep lipid drop | Hep lipid drop cells 6.5 µM | K1F lysis inhibition | Myeloid diff MLP | Myeloid diff MLP GFP+ MAC1+ %
Cc1cc(C)c(NC(=O)COC(=O)C2CCC2)c(Cl)c1 | 11 | 896 | 0.7%[50 µM] | i | 3.9
Cc1ccc(CNC(=O)CC(C)S(=O)(=O)c2cc3c(cc2C)NC(=O)CO3)cc1 (stereo unspecified) | -1 | 805 | 3.8% | i | 1.3
O=C(Nc1ccc(Cl)cn1)c1ccc2[nH]c(=O)c(=O)[nH]c2c1 | -10 | 764 | 0.0% | i | 4.0
COc1ccc(CCNC(=O)c2cc(COc3c(C)cccc3C)on2)c(OC)c1 | -1 | 810 | 0.1%[50 µM] | ? | .
CCOc1ncccc1C(=O)NNC(=O)c1ccccc1-n1cccc1 | 0 | 862 | 1.5%[50 µM] | i | 0.7
Cc1ccc(CNc2nc(C)c(C(=O)N(C)C)s2)cc1 | -25 | 896 | 0.3% | i | 2.9
Cc1cc(C)c(C)c(S(=O)(=O)Nc2cccc(-n3cnnn3)c2)c1C | -2 | 709 | 0.3% | i | 2.6
O=C(NC1CCCCC1)c1cc(-c2cccc(Cl)c2)on1 | -2 | 785 | 0.3% | i | 0.3
CCOC(=O)c1sc(=NC(=O)c2ccc(F)cc2)n(C)c1C | 7 | 700 | 0.1% | i | 0.0
O=[N+]([O-])c1ccc(O)c(CSc2nnnn2-c2ccccc2)c1 | 13 | 787 | 0.2% | i | 0.5
CCOc1ccccc1N(C(=O)c1snc(C(N)=O)c1N)C(C(=O)NCC1CCCO1)c1ccc2ncccc2c1 (stereo unspecified) | -6 | 769 | -0.3% | i | 0.3
CC(C)(C)OC(=O)N1Cc2ccccc2C[C@H]1C(=O)NCC(=O)NCC1CCCO1 (stereo partly specified) | -4 | 690 | -0.4% | ? | .
CCOC(=O)Cn1c(-c2ccc(OC)cc2)c(-c2ccc(OC)cc2)nnc1=O | -8 | 791 | -0.2% | i | 0.5
COc1cccc(NC(=O)c2cnn(-c3ccccc3)c2C)c1 | 18 | 900 | 0.2% | i | 0.5
COC(=O)c1ccc(C(=S)NCC2(N(C)C)CCCCC2)cc1 | -8 | 700 | 0.0% | i | 0.1
CC(=O)c1cccc(OCC(O)CNCCc2ccc(Cl)cc2)c1 (stereo unspecified) | -2 | 398 | -0.1% | i | 0.4
CN(CC(=O)Nc1cccc(F)c1)C(=O)CC1CC2CCC1C2 (stereo unspecified) | -9 | 824 | 0.0% | i | 1.6
Cc1ccc(S(=O)(=O)/N=C2\C=C(Nc3cccc(C(=O)O)c3)C(=O)c3ccccc32)cc1 | 0 | 853 | -1.4% | i | 2.4
Cc1ccccc1CNC(=O)c1ccc2ccccc2n1 | -42 | 773 | 0.5% | i | 2.4
Cc1ccc(-n2ncc3c(=O)n(CC(N)=O)cnc32)cc1C | 0 | 782 | 0.3% | i | 0.4

# Among those listed so far, these contain bromine:
SMILES | Hep lipid drop | Hep lipid drop cells 6.5 µM | K1F lysis inhibition | Myeloid diff MLP | Myeloid diff MLP GFP+ MAC1+ %
O=C(Nc1cccc(NC(=O)c2ccco2)c1)c1cccc(Br)c1 | 3 | 792 | 0.0% | i | 0.7
COc1ccc(OC)c(NC(=S)NC(=O)c2ccc(Br)o2)c1 | -18 | 651 | 0.0% | i | 0.8

# Following part
SMILES | Hep lipid drop | Hep lipid drop cells 6.5 µM | K1F lysis inhibition | Myeloid diff MLP | Myeloid diff MLP GFP+ MAC1+ %
CCOC(=O)C(=CNc1cc(C)ccc1-n1cccc1)C(=O)OCC | -5 | 599 | 0.3% | i | 0.3
CCCSc1ccccc1C(=O)N1CCN(C(=O)c2ccco2)CC1 | -5 | 697 | -0.5%[50 µM] | ? | .
COc1ccc(C(=O)Nc2ccc(NC(=O)c3cc(OC)c(OC)c(OC)c3)cn2)cc1 | -1 | 814 | -0.1% | i | 0.4
O=C(Nc1ccc(N2CCOCC2)c(Cl)c1)c1ccc(-n2cnnc2)cc1 | -2 | 828 | 1.6%[50 µM] | i | 1.3
O=C(NC1CCCC1)c1ccc(CS(=O)(=O)c2ccc(Cl)cc2)o1 | 2 | 706 | 0.2% | i | 1.1
COC(=O)c1ccc(NS(=O)(=O)c2ccc(-c3cc(C)no3)s2)cc1 | 6 | 763 | 0.4% | i | 1.6
COc1cccc(OCCn2cc(C=O)c3ccccc32)c1 | -3 | 836 | 0.1% | i | 0.2
Cc1c(C(=O)Nc2c(C)n(C)n(-c3ccccc3)c2=O)oc2c(Cl)cccc12 | 0 | 636 | 0.0% | i | 0.6
O=C(NC(=S)NCc1ccccc1)c1cccs1 | -2 | 574 | 0.1% | i | 1.1
CN(C)c1nc(SCC(=O)Nc2ccc(Cl)c(Cl)c2)nc(N2CCOCC2)n1 | -8 | 729 | -0.5% | i | 3.5
CC(=O)c1ccc(S(=O)(=O)N2CCCc3ccccc32)cc1 | 0 | 795 | -0.2% | i | 0.3
CC(C)N1CCC(n2nccc2NC(=O)c2ccc3c(c2)OCO3)CC1 | 3 | 791 | -0.1% | i | 0.7
CC1CCCN(C(=O)CN(C)S(=O)(=O)c2ccc3c(c2)c(=O)n(C)c(=O)n3C)C1 (stereo unspecified) | 6 | 671 | 0.2% | i | 0.6
CCc1nnc(SCC(=O)NCCC2=CCCCC2)nc1CC | -15 | 698 | 0.0% | i | 9.2
O=C(Nc1ccccc1)Nc1cnccn1 | 6 | 883 | -0.1% | i | 0.9
CCC(C)(C)NC(=O)Cn1c(=O)oc2cc(S(=O)(=O)N3CC(C)CC(C)C3)ccc21 (stereo unspecified) | 5 | 710 | 2.8% | i | 1.1
CC1CCCCN1C(=O)CCS(=O)(=O)c1cc2c(cc1Cl)NC(=O)CO2 (stereo unspecified) | -10 | 712 | -1.2% | i | 2.3
O=C(NCc1ccccn1)c1ccc(S(=O)(=O)Nc2ccccc2F)cc1 | 9 | 730 | 0.5%[50 µM] | i | 1.8
COc1ccccc1OCCCCn1ncc2ccc(OC)c(OC)c2c1=O | -2 | 424 | -0.2% | i | 1.1
Nn1c(-c2cccc([N+](=O)[O-])c2)nc2ccccc2c1=O | -3 | 810 | 0.5% | i | 0.1
C=Cc1ccc(CN2CCCN(Cc3ccc(Cl)cc3)S2(=O)=O)cc1 | -2 | 769 | 0.0% | i | 1.2
COc1cc2c(cc1OC)[C@@H](Cc1ccc(OCCC#N)cc1)N(C)CC2 | -18 | 879 | 0.5% | i | 0.6
O=C(CN(c1ccc(F)cc1)S(=O)(=O)c1ccccc1)N1CCOCC1 | -20 | 694 | -0.3% | i | 1.1
CCCCOc1ccc(C(O)(CCN2CCOCC2)c2ccccc2)cc1 (stereo unspecified) | -10 | 821 | -0.1% | i | 0.4
COc1ccc(CN2CCNC(=O)C2CC(=O)NC2CCOCC2)c(F)c1 (stereo unspecified) | 6 | 712 | -0.1% | i | 0.6
Cc1nn(-c2ccc(N3CCOCC3)nn2)c(C)c1CCC(=O)Nc1ccc(F)cc1 | 21 | 815 | 1.0% | i | 5.8
O=C(Nc1ccccc1)O/N=C/c1ccc(F)cc1 | -14 | 750 | 0.0% | i | 0.3
CC(=O)Oc1cccc(C(=O)Nc2ccccc2NC(=O)c2cccc(OC(C)=O)c2)c1 | -3 | 822 | -0.6%[50 µM] | i | 0.5

# High-throughput results from PubChem BioAssay.

# Not all compounds are listed. The share of hits here may be higher or lower than overall.
